procasp3 activ = activators of human procaspase-3 D3A mutant, primary screen, biochemical, absorbance, PC-3 D3A mutant, single concentration | recombinant procaspase-3 D3A, Ac-DEVD-pNA absorbance 405 nm | activation, % at 8.5 µM | 330,000 compounds, 0.11% hits | AID 463141, 2010;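 active = activation above the mean of all tested compounds plus 3 SD, cut at about 21% in these data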;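 also: 0% = DMSO alone and 100% = DMSO wells spiked with extra 5 µM PC-3 D3A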
Target sequence (P42574 whole entry D9A/D28A/D175A): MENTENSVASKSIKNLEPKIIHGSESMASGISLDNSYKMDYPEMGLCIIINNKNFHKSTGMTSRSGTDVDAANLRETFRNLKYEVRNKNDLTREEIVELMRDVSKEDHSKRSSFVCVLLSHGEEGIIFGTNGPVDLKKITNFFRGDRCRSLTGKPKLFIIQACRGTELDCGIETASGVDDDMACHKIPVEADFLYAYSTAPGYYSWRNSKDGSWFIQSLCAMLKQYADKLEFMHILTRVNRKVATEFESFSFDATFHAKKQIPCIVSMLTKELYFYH
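Assay system: Autoprocessing-dead procaspase-3 D3A mutant enzyme; also added: Ac-DEVD-pNA; doses: one concentration, 8.5 µM nominal, 0.8% DMSO; times: 1 h compound preincubation, 2 h substrate hydrolysis at 25 °C; technique: 405 nm absorbance of p-nitroaniline, reads at 0 and 120 min; measure: % activation between DMSO and enzyme-spiked controls; repeats: single replicate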
proCasp7 act = procaspase-7 activators, primary screen, counter-screen for procaspase-3 activator project, biochemical, absorbance, HTS, human; recombinant procaspase-7, Ac-DEVD-pNA absorbance 405 nm; D23A/D198A/D206A triple mutant, cannot self-cleave; scale: DMSO 0, 5 µM enzyme 100; activation, % at 8.5 µM; 330,000 compounds, 0.093% hits; AID 463210, 2010;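 active = percent activation above the screen-wide mean plus 3 SD, cut at about 25% in these data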
Target sequence (P55210 whole entry D23A/D198A/D206A): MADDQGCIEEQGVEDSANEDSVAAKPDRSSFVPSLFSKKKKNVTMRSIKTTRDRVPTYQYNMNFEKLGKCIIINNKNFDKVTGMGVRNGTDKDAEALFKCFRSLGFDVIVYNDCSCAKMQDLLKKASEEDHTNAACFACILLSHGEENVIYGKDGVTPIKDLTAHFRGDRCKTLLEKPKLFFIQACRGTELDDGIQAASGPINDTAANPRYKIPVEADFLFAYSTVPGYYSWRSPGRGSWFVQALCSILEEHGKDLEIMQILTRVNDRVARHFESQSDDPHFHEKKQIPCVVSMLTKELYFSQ
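Test system: Procaspase-7 triple mutant (PC-7 D3A). Also added: Ac-DEVD-pNA substrate, 400 µM as added. Schedule: 1 h enzyme–compound preincubation and 2 h substrate reaction, both 25 °C. Signal: p-Nitroaniline absorbance at 405 nm, read at 0 and 120 min. Control set: low DMSO alone, high DMSO plus 5 µM PC-7.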
CIT2 TOR yeast = modulators of CIT2-GFP expression in yeast, primary screen, S. cerevisiae, GFP fusion, multiplex flow cytometry, MLPCN library; S. cerevisiae CIT2-GFP strain, 3 h; 100 means same as DMSO wells; AID 2029, 2009; GFP response vs DMSO, % at 10 µM; 320,000 compounds, 0.065% hits;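 active = GFP response relative to DMSO above a set limit, near the screen mean plus 3 SD, cut at about 150% in these data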;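 also: ratio of well median GFP fluorescence to mean of DMSO wells on the plate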
LAP4 TOR yeast = modulators of LAP4-GFP expression in yeast, primary screen, S. cerevisiae, multiplex flow cytometry, MLPCN library; 320,000 compounds, 0.34% hits; 3 h; median GFP as percent of DMSO wells; GFP response vs DMSO, % at 10 µM;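 active = GFP response vs DMSO above a set limit, about the screen mean plus 3 SD, cut at about 150% in these data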
AHR act = AHR activators, primary screen, cell-based, luminescence, luciferase reporter, human; AHR-responsive luciferase reporter cells; Aryl hydrocarbon receptor (Homo sapiens), P35869; activation, % at 5 µM; 320,000 compounds, 2.5% hits; in the data active = activation above about 47%;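 also: 0% = vehicle wells and 100% = reference agonist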
RPL19A-GFP yeast = RPL19A-GFP expression modulators in yeast, primary screen, cell-based, S. cerevisiae, multiplex flow cytometry, MLPCN; AID 2025, 2009; percent response vs DMSO, % at 10 µM; S. cerevisiae RPL19A-GFP strain, 3 h; active compounds read low; 330,000 compounds, 0.3% hits;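 active = percent response vs DMSO below 50%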;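 also: median channel GFP fluorescence of the barcoded RPL19A-GFP strain; ratio of sample median GFP to plate DMSO average so 100% = DMSO; lower means less RPL19A-GFP as with rapamycin TOR inhibition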
MEP2-GFP yeast = modulators of MEP2-GFP levels in yeast, primary screen, S. cerevisiae, multiplex flow cytometry, MLPCN library; S. cerevisiae MEP2-GFP strain, 3 h; 100% = DMSO control level; GFP response vs DMSO, % at 10 µM; 330,000 compounds, 0.51% hits; AID 2016, 2009;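 active = GFP response versus DMSO above a set limit, roughly screen mean plus 3 SD, cut at about 180% in these data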;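 also: median GFP fluorescence of the barcode-gated MEP2-GFP cells per well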
AGP1 TOR yeast = modulators of AGP1-GFP expression in yeast TOR pathway, primary screen, cell-based, multiplex flow cytometry, S. cerevisiae, MLPCN library. 320,000 compounds, 0.02% hits. AID 2066, 2009. 3 h; GFP as percent of DMSO wells. GFP response vs DMSO, % at 10 µM;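 active = GFP response relative to DMSO above a set limit, near screen average plus 3 SD, cut at about 150% in these data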;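 also: median GFP channel fluorescence of the gated AGP1 strain per well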
Active calls of the source: *; · = not tested or not shown.

Every second line gives: procasp3 activ	proCasp7 act	CIT2 TOR yeast	LAP4 TOR yeast	AHR act	RPL19A-GFP yeast	MEP2-GFP yeast	AGP1 TOR yeast
(1) Cc1ccccc1N1CCN(S(=O)(=O)N(C)C)CC1
 : 3	3	96	97	3	92	96	95
(2) CCCCn1cnc2cc(C)c(C)cc21
 : 10	11	103	99	-1	100	103	106
(3) O=C(NCc1cccnc1)c1ccc(S(=O)(=O)N2CCCCC2)cc1
 : 15	-4	100	102	2	98	112	103
(4) CCC(=O)Nc1nnc(SCc2ccc(F)cc2)s1
 : 7	-3	95	96	-6	97	97	97
(5) O=C(Cc1c(F)cccc1Cl)NCCc1c[nH]c2ccccc12
 : -4	5	118	130	-5	91	140	120
(6) COCCCNC(NC(=O)c1ccc(Cl)cc1)C(Cl)(Cl)Cl (stereo not drawn)
 : 1	10	111	106	2	107	111	119
(7) CN(C(=O)c1ccc(Cl)cc1)C1CCS(=O)(=O)C1 (stereo not drawn)
 : 7	5	87	89	-1	93	94	93
(8) COc1cccc(Oc2nccc(N(C)C)c2C#N)c1
 : -3	-6	·	80	4	82	87	82
(9) C/C(=N/NC(=O)COc1cc(C)ccc1C(C)C)C(=O)O
 : 3	-7	99	92	1	103	99	96
(10) CN(C)C(CNC(=O)C1CC(=O)N(Cc2ccccc2)C1)c1ccccc1 (stereo not drawn)
 : -1	5	89	102	5	96	96	97
(11) Cc1sc2nc(CSCC(=O)NC3(C#N)CCCCC3)[nH]c(=O)c2c1C
 : 3	6	95	88	35	91	89	95
(12) COc1ccc(Cl)cc1NC(=O)CN(C)C(=O)c1ccc(OCc2ccccc2)c(OC)c1
 : 4	-4	103	108	9	96	99	105
(13) CCn1c(SCC(=O)Nc2ccc3c(c2)OCO3)nnc1C(C)C
 : 10	-2	104	100	15	103	98	104
(14) Cc1cc(C(=O)N/N=C2\CC(=O)CC(C)(C)C2)c2ccccc2n1
 : -1	-7	109	89	5	107	107	107
(15) CC(C)C(NC(=O)CCNC(=O)c1ccccc1Cl)c1nc2ccccc2[nH]1 (stereo not drawn)
 : -2	7	93	96	1	97	99	96
(16) C=CCc1cc(OC)ccc1OCCCCn1cncn1
 : -5	4	100	96	7	100	102	100
(17) CC(C)(C)c1ccc(S(=O)(=O)Nc2cccnc2)cc1
 : 5	15	95	101	2	99	103	101
(18) CCN(Cc1cnn(C)c1)C(=O)c1ccc(OC2CCN(S(=O)(=O)N(C)C)CC2)cc1
 : 7	-9	93	85	2	96	98	88
(19) Cc1cc(C)cc(C(=O)NCCCN2CCOCC2)c1
 : -3	7	92	82	1	91	93	86
(20) Cc1ccc(OCC(=O)Nc2ccncc2)cc1
 : ·	·	99	96	·	96	104	92

Looked up above:
Result for compound 3 under AHR act: 2
Result for compound 20 under LAP4 TOR yeast: 96

Other entries.
Every second line gives: procasp3 activ	proCasp7 act	CIT2 TOR yeast	LAP4 TOR yeast	AHR act	RPL19A-GFP yeast	MEP2-GFP yeast	AGP1 TOR yeast
(21) O=C(CN1CCN(c2ccccc2)CC1)N/N=C/c1cccc(F)c1
 : 3	-3	100	116	1	98	102	108
(22) CCOc1ccc(Nc2nc(NCC(=O)O)nc(N)c2[N+](=O)[O-])cc1
 : -2	-1	99	106	-1	98	103	103
(23) COc1cc(OC)cc(C(=O)Nc2cc(-c3cn4cccnc4n3)ccc2C)c1
 : -11	2	103	106	13	102	105	108
(24) COc1ccc(Oc2nc(-c3ccccn3)ncc2OC)cc1
 : 1	11	97	110	-4	110	96	99
(25) CC(C)(C)NS(=O)(=O)CC12CCC(CC1=O)C2(C)C (stereo not drawn)
 : -4	0	118	107	1	105	116	106
(26) Cc1nccn1CCc1n[nH]c(=S)n1Cc1ccccc1
 : -1	-7	105	107	0	101	116	102
(27) O=C(O)C1CCCCC1C(=O)NC(c1ccccc1)c1ccccc1 (stereo not drawn)
 : 1	-5	90	99	2	98	108	102
(28) O=C(CNc1ccccc1Cl)N/N=C1\CCCc2ccccc21
 : 3	1	95	117	5	95	98	99
(29) O=C(Nc1ccc2nc(-c3cccnc3)[nH]c2c1)c1ccccc1F
 : -1	7	93	97	-19	93	96	·
(30) Cc1ccccc1-n1c(-c2ccc(=O)[nH]n2)n[nH]c1=S
 : -5	-1	114	112	-1	103	121	113
(31) COc1ccccc1Nc1nc(N2CCCC2)nc(N2CCOCC2)n1
 : 0	6	87	91	5	93	98	90
(32) CCOc1cc(CNCCCN2CCOCC2)ccc1OCC(=O)Nc1cccc2ccccc12
 : 6	-1	104	100	5	102	109	103
(33) O=C1CN(C(=O)c2ccc(Br)o2)C(c2ccc(F)cc2)c2cc(F)ccc2N1 (stereo not drawn)
 : 3	6	99	90	5	92	91	96
(34) CC1(C)CC(c2nc(-c3ccc([N+](=O)[O-])cc3)cs2)CCO1 (stereo not drawn)
 : 0	3	118	77	1	108	106	105
(35) CN(Cc1nc2ccccc2[nH]1)C(=O)C1CCC(=O)N(C2CCCC2)C1 (stereo not drawn)
 : 2	-5	100	99	4	95	96	101
(36) CN(C)CCCOc1nn(Cc2ccccc2)c2ccccc12
 : -6	-4	113	112	-3	110	100	100
(37) Cn1c(C(=O)N2CCN(c3ncccn3)CC2)cc2c(=O)n(C)c3ccccc3c21
 : 3	5	101	100	5	98	103	104
(38) CCOc1ccc2nc(-c3ccc(OC)c(OC)c3)cc(C(=O)O)c2c1
 : 6	11	105	95	1	85	102	88
(39) CCSc1ncc(Cl)c(C(=O)Nc2ccccc2)n1
 : 3	2	94	92	31	103	93	95
(40) CCc1ccc(C2(C)SC(NC(C)=O)=NN2C(C)=O)cc1 (stereo not drawn)
 : -6	5	106	96	-2	102	101	108
(41) CCCN(CCC)C(=O)CCSCCC(=O)N(CCC)CCC
 : 4	-5	99	90	1	104	106	95
(42) CC1CCN(S(=O)(=O)c2ccc(NC(=O)Cn3nnc(-c4ccccc4)n3)cc2)CC1
 : 5	11	90	83	-1	102	101	110
(43) c1ccc(C2CCC(N3CCC(N4CCCCC4)CC3)CC2)cc1 (stereo not drawn)
 : 0	0	97	100	1	95	102	97
(44) Cc1ccc(Cn2c(=O)c3ccccc3n3c(SCC(=O)N4CCCCC4C)nnc23)cc1 (stereo not drawn)
 : 2	3	115	104	0	97	112	108
(45) Cc1ccc(S(=O)(=O)N2CCN=C2SCc2c(F)cccc2Cl)cc1
 : -13	7	92	110	0	94	97	97
(46) Cc1ccc(NC(C)C(=O)N/N=C/c2c[nH]c3ccccc23)cc1 (stereo not drawn)
 : -8	-2	110	95	31	105	108	102
(47) Cc1ccc(S(=O)(=O)N2CCCCC2)cc1NC(=O)COC(=O)c1ccc(=O)[nH]c1
 : -2	8	92	102	-1	97	98	102
(48) OCCNCCOc1ccccc1-c1ccccc1
 : -4	-12	98	82	0	94	82	·
(49) CCCn1nnnc1NCc1ccccc1Cl
 : -5	8	99	101	-1	103	105	100
(50) COc1ccc(Cl)cc1C(=O)OCC(=O)Nc1sccc1C(N)=O
 : -8	-8	105	98	0	99	106	103
(51) CCC1CCCCN1C(=O)c1noc(C(C)C)c1[N+](=O)[O-] (stereo not drawn)
 : 2	-9	92	91	-1	104	91	98
(52) COc1ccccc1N1CCN(C(=O)c2oc3c(c2C)C(=O)CC(C)(C)C3)CC1
 : 1	-2	98	110	1	102	106	105
(53) Cc1ccc(SCc2cc(=O)[nH]c(N3CCCCC3)n2)cc1
 : 5	9	104	102	3	97	97	104
(54) COc1cccc(C(=O)NCC(=O)N/N=C/c2ccc(OC(=O)c3cccs3)c(OC)c2)c1
 : 1	3	90	97	6	100	106	98
(55) C#CCSc1cc(C(F)(F)F)nc(-c2ccccn2)n1
 : 2	4	91	95	4	87	89	·
(56) O=C(COC(=O)c1ccco1)Nc1nc2c(F)c(F)c(F)cc2s1
 : 3	-1	95	89	2	94	101	96
(57) COc1ccc2oc(=O)c(/C(C)=N/NC(=O)c3ccncc3)cc2c1
 : -10	-12	91	84	6	94	89	89
(58) Cc1cccc(CN2CCCC(C(=O)Nc3ccccc3Oc3cccnc3)C2)c1 (stereo not drawn)
 : -5	9	105	85	8	103	104	91
(59) CC1(C)SC(=S)N(Cc2ccc3c(c2)OCO3)C1N(O)C(=O)NC1CCCCC1 (stereo not drawn)
 : 1	10	91	96	-1	104	108	95
(60) CC1C(Br)C(=O)NC(=O)N1Cc1ccccc1 (stereo not drawn)
 : -5	-3	102	106	3	106	112	111
(61) O=C(COC(=O)Cc1ccc(S(=O)(=O)N2CCOCC2)s1)Nc1ccc([N+](=O)[O-])cc1
 : -3	-8	96	111	3	103	101	106
(62) CCOC(=O)O[C@]1(C(=O)OCCl)CC[C@H]2[C@@H]3CCC4=CC(=O)C=C[C@]4(C)[C@H]3[C@@H](O)C[C@@]21C
 : 1	-10	102	109	6	104	95	96

Among those listed so far, four have a COOH group.
Every second line gives: procasp3 activ	proCasp7 act	CIT2 TOR yeast	LAP4 TOR yeast	AHR act	RPL19A-GFP yeast	MEP2-GFP yeast	AGP1 TOR yeast
(9) C/C(=N/NC(=O)COc1cc(C)ccc1C(C)C)C(=O)O
 : 3	-7	99	92	1	103	99	96
(22) CCOc1ccc(Nc2nc(NCC(=O)O)nc(N)c2[N+](=O)[O-])cc1
 : -2	-1	99	106	-1	98	103	103
(27) O=C(O)C1CCCCC1C(=O)NC(c1ccccc1)c1ccccc1 (stereo not drawn)
 : 1	-5	90	99	2	98	108	102
(38) CCOc1ccc2nc(-c3ccc(OC)c(OC)c3)cc(C(=O)O)c2c1
 : 6	11	105	95	1	85	102	88

Screening results as filed in PubChem.
